Assay outcomes as filed in PubChem.
BoNT A protease: inhibitors of Botulinum neurotoxin A light chain protease | inhibition, % at 10 µM | 360,000 compounds, 0.17% hits | AID 588499 | multiplex microsphere protease substrate cleavage, flow cytometry; also: plate controls were buffer without enzyme for full effect and enzyme alone for no effect
Anthrax LF inh2: anthrax lethal factor protease inhibition. multiplex microsphere protease cleavage assay, LF. inhibition, % at 10 µM. 360,000 compounds, 0.12% hits. AID 588501; also: plate controls were buffer without enzyme for full effect and enzyme alone for no effect
BoNT F protease: BoNT F light chain protease inhibition; Multiplex microsphere protease cleavage assay, flow cytometry; inhibition, % at 10 µM; 360,000 compounds, 0.22% hits; in the data active = inhibition above about 35%, passing the limit was not always enough; inconclusive = no clear call, values can overlap the other calls; also: plate controls were buffer without enzyme for full effect and enzyme alone for no effect
Rv3671c inh: Rv3671c (M. tuberculosis) protease inhibition | P9WHR9 | inhibition, % at 5.96 µM | 320,000 compounds, 0.048% hits | AID 2606; in the data active = inhibition above about 38%;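 also: extracellular domain of Rv3671c used as enzyme; 0% = enzyme with DMSO and 100% = no enzyme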
Target sequence (P9WHR9 whole entry, looked up, the tested form may be a part): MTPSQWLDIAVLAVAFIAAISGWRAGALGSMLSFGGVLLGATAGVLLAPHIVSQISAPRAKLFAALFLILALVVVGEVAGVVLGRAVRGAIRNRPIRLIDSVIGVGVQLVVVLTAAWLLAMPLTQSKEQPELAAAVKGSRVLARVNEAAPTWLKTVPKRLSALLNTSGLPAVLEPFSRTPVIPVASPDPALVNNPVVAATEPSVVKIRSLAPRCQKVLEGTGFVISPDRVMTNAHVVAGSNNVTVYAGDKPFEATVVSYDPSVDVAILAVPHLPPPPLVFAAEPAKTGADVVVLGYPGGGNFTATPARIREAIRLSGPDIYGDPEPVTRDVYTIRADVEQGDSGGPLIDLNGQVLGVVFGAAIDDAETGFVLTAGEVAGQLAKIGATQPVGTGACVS
SSB-PriA inh: inhibitors of Klebsiella pneumoniae PriA binding to SSB C-terminal tail; AlphaScreen SSBct-PriA binding, biotinylated peptide; inhibition, % at 33 µM; 430,000 compounds, 0.6% hits; in the data active = inhibition mostly above about 37%, no sharp cut-off; inactive = mostly below about 20%;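 also: plate controls were negative control peptide for no effect and reference peptide for full effect; strong numbers were not always called active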
MazF activator: MazEF (E. coli) toxin RNase activation; P0AE70; FAM/BHQ RNA-DNA oligo cleavage fluorescence, 5 h; activation, % at 20 µM; 350,000 compounds, 0.32% hits; in the data active = activation above about 50%
Target sequence (P0AE70 whole entry, looked up): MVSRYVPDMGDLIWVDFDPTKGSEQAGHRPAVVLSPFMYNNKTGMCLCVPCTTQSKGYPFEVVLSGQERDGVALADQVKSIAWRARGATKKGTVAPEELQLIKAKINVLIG
3CLpro inhibitor: SARS-CoV 3CLpro protease inhibition; recombinant SARS-CoV 3CLpro, quenched FRET peptide cleavage; 290,000 compounds, 0.14% hits; inhibition, % at 6 µM; in the data active = inhibition above about 12%
PrPC surface inh: inhibitors of human cell surface prion protein PrPC; P04156; TR-FRET read-out; inhibition, % at 13.8 µM; 370,000 compounds, 0.43% hits; AID 720596; in the data active = inhibition above about 24%; also: 0% = median of the test wells and 100% = reference compound wells
VHR inh abs: DUSP3 (human) phosphatase inhibition | 290,000 compounds, 0.52% hits | inhibition, % at 13.3 µM | P51452 | recombinant VHR phosphatase, pNPP absorbance; in the data active = inhibition above about 50%; also: some compounds called inactive have numbers as strong as hits
Target sequence (P51452 whole entry, looked up): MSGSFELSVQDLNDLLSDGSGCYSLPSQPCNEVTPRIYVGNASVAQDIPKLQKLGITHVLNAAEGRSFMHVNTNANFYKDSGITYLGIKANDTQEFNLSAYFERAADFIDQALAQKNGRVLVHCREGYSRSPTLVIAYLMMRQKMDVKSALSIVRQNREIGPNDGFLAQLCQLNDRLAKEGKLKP
CCHFV vOTU inh: blocks the CCHF virus ovarian tumor domain protease | 370,000 compounds, 0.55% hits | CCHFV vOTU protease, Pep-AMC fluorescence | inhibition, % at 11.5 µM; in the data active = inhibition above about 30%; also: 0% = vehicle wells with enzyme and 100% = no enzyme wells
Starred values were filed as active, the others as inactive; i = inactive; ? = inconclusive; . = not tested or not shown; & = joins results of further samples. Rule as the data show it, unless noted: active = inhibition above about 30%; inconclusive = no clear call, values can overlap the other calls; inactive = below that.

SMILES	BoNT A protease	Anthrax LF inh2	BoNT F protease	Rv3671c inh	SSB-PriA inh	MazF activator	3CLpro inhibitor	PrPC surface inh	VHR inh abs	CCHFV vOTU inh
CC(C)COC(=O)N1CC(O)CC1C(=O)Nc1ccc2c(c1)OCO2 (centres undefined)	-0.8	5	-16	-2	-2	0	.	-2	.	-4
COc1cccc(/C=N/n2c(C)nc3ccccc32)c1OC	0.2	-8	-2	-2	.	0	-11	-8	-13	8
Cc1ccc(-c2cccc(NC(=O)C3C(C(=O)O)[C@@H]4C=C[C@H]3C4)c2)o1 (some centres undefined)	1.5	2	-1	-1	8	-4	4	3	18	7
CC1CCN(CC(=O)c2cccc(C(F)(F)F)c2)CC1	3.8	-1	21	13	-6	0	6	4	-4	17
Cc1ccc(CC(=O)NCC(O)c2ccccc2)cc1 (centres undefined)	-0.4	9	13	-1	0	-21	-2	-6	21	-14
COc1cc(C(=S)N2CCOCC2)ccc1OC(=O)Cc1ccc(F)cc1	0.4	6	2	1	-10	2	1	6	-7	-5
Cc1ccc(-c2oc3ccccc3c(=O)c2OCC(=O)O)cc1	-0.1	-5	-11	6	-18	-7	3	-8	14	-1
CCCCN(C(=O)c1cc(=O)[nH]c2ccccc12)c1c(N)n(CCC)c(=O)[nH]c1=O	.	.	.	2	-6	7	-2	.	31	.
CCN(CC)C(=O)/C(NC(=O)c1ccccc1)=C(/Sc1ncccn1)c1ccccc1	-0.3	-4	-1	5	-11	-1	-1	-2	-2	7
CCCCCNC(=O)C(C)Sc1ccc(Cl)cc1 (centres undefined)	?	-16	14	-1	-23	-7	0	6	8	9
COc1ccc(C(=O)Nc2nnc(SCC(=O)NCc3ccco3)s2)c(OC)c1	2.5	-3	5	-14	-13	-2	3	4	-13	11
Cc1cc(C)n(C(=O)c2ccc(Cl)c(F)c2F)n1	-0.5	-1	0	6	-6	4	4	2	18	-11
CCCCCCNC(=O)CCCCCNS(=O)(=O)c1ccc(OC)cc1	0.1	-1	3	6	2	-17	2	6	20	1
Cn1cnnc1SCC(=O)Nc1ccc(N2CCCCC2)cc1	0.1	-15	-23	-1	9	-5	.	2	.	10
CC(=O)c1c(C)[nH]c(C(=O)Nc2ccc3c(c2)OCCO3)c1C	0.3	-1	-20	-4	14	5	-9	2	11	8
CCSc1nnc(NC(=O)c2csc3c2CCCC3)s1	0.2	-1	1	3	-9	-11	-2	3	-6	5
Cc1cc(NC(=O)CCC(=O)N(c2ccc(C)c(F)c2)C(C(=O)NC2CCCC2)c2ccco2)no1 (centres undefined)	-4.3	2	-12	4	3	-2	3	3	-17	20
CC(NC(N)=O)C12CC3CC(CC(C3)C1)C2 (centres undefined)	-0.8	-4	-3	-8	-12	-12	-4	0	-4	-1
O=C(CCN1C(=O)C2CCCCC2C1=O)Nc1nc(-c2ccc(F)c(F)c2)cs1 (centres undefined)	-1.6	-1	0	-5	-11	-3	1	12	22	-3
COC(=O)C1=C(c2ccc(Cl)c(C(F)(F)F)c2)C[C@@H]2CC[C@H]1N2C(=O)NC(C)C	0.2	1	-6	0	-26	8	.	-4	.	0
Cc1ccc(CNC(=O)CCCCCNC(=O)N2CCn3c2nc2ccccc23)cc1	3.0	-1	3	-4	-9	1	-1	2	11	13
COC(=O)C1=C(c2cccc(C#N)c2)C[C@@H]2CC[C@H]1N2C(=O)NCCOc1ccc(OC)cc1	-0.1	2	1	0	4	1	.	4	.	1
Nc1nc2ccccc2n1CCOc1ccccc1Cl	-0.3	-4	-3	-4	-1	8	0	9	43	11
O=[N+]([O-])c1cccc(Cn2cnc3c(=S)nc[nH]c32)c1	-0.3	-4	5	.	-2	8	.	-4	.	9
N#C/C(=C/c1ccc(N2CCCCCC2)o1)c1ccc(Cl)cc1	6.9	-4	1	-12	2	34	-2	.	6	.
CCN(C(=S)Nc1cc(S(=O)(=O)N2CCOCC2)ccc1Cl)c1cccc2ccccc12	0.5	-2	1	2	14	8	2	-5	13	2
CNC(=O)C1CC(=O)N(Cc2ccc(OC)c(OC)c2)C(=Nc2ccc(OC)cc2)S1 (centres undefined)	0.3	-6	1	-6	4	-2	1	0	24	-1
Cc1cccc(NC(=O)C2C(c3ccccc3)C2(Cl)Cl)c1 (centres undefined)	-0.5	-3	-8	-17	-44	31	2	0	34	21
CC(C)C(c1nnnn1Cc1ccc2c(c1)OCO2)N1CCN(c2ccccc2)CC1 (centres undefined)	0.5	0	15	-4	-6	3	3	3	1	5
Cc1nnc(-c2cccc(C(F)(F)F)c2)nc1N1CCOCC1	0.0	-3	-1	0	2	-19	-1	-2	7	-6
Nc1nc(SCC(=O)NC2CCCCC2)n[nH]1	0.6	2	7	-13	-11	8	0	5	10	-3
Cc1ccc(/C=C2/SC(=S)N(CCCC(=O)Nc3cc([N+](=O)[O-])ccc3O)C2=O)cc1	-1.5	2	-7	0	-10	10	0	-10	-19	3
CC1C/C(=N/N2C(=O)CSC2=S)CC(C)(C)C1 (centres undefined)	0.7	-1	-4	-3	.	9	0	1	16	1
CCCc1cc(C(=O)Nc2ccc(C(=O)c3ccccc3)cc2)n(C)n1	0.0	-1	1	-24	-10	2	-4	18	6	6
O=C(c1ccc(NS(=O)(=O)c2cccc3cccnc23)cc1)N1CCCCC1	-0.1	-7	-8	2	-10	-5	3	10	21	4
CCc1sc(NC(=O)CN2CCC(C(N)=O)CC2)nc1-c1ccccc1	-1.2	10	8	3	-3	5	4	0	22	-10
Cc1cccc(C(=O)NNC(=O)C2CCCCC2)c1O	-0.1	-7	2	.	.	1	.	1	.	4
CCOC(=O)Cn1cnc2c(sc3nc(C)cc(C)c32)c1=O	-0.4	-8	-6	-5	-2	0	6	-14	27	3
O=[N+]([O-])c1cccc(S(=O)(=O)Nc2ccc(-c3ccc(N4CCOCC4)nn3)cc2)c1	0.0	2	4	-4	-5	1	.	-14	.	8
O=C(Cc1cccc2ccccc12)Nc1ccccc1Br	-0.7	-13	-7	-1	-10	4	4	-3	11	-5
CCOC1=C2[C@@H](CN(S(=O)(=O)c3ccc(C)cc3)[C@H]2c2cccc3ccccc23)[C@H]2C(=O)N(c3ccccc3)C(=O)[C@H]2C1	-1.2	-8	-8	.	.	.	.	3	.	6
Cc1ccc(S(=O)(=O)NC(=NC(C)C)c2ccccc2)cc1	0.1	-5	-2	-8	-10	11	1	6	-1	6
COCCn1c(=NC(=O)CCS(=O)(=O)c2ccccc2)sc2cc(F)ccc21	0.9	-1	3	1	-5&0	-3	5	-2	-15	-11
O=C(CC(O)CCc1ccccc1)c1ccc(O)cc1 (centres undefined)	0.1	1	-1	0	2	16	.	11	.	6
COC(=O)Nc1nn(-c2ccc(Cl)cc2)c(=O)c(C#N)c1C	1.4	-10	5	11	11	4	1	-58	7	-9
COc1cc(CNC2CCCCCCC2)ccc1OCC(N)=O	-3.9	-3	-20	-2	-17	5	-2	-6	-4	4
CN(C)c1ccc(/C=C/C(=O)c2cccnc2)cc1	-4.2	6	?	-8	-5	-148	3	8	19	-9
O=C(CSc1ncccc1C(=O)O)c1ccc2ccccc2c1	1.3	1	2	-1	-13	-3	7	0	1	29
NNC(=O)CNC(c1ccccc1)c1cc(Br)ccc1N (centres undefined)	0.3	2	-4	6	-3	3	0	-15	17	8
Cc1cccc2cc(C#N)c(NCCCn3ccnc3)nc12	3.2	5	1	7	-4	-2	5	-5	50	-27
COc1ccc(S(=O)(=O)O/N=C2\CCCc3ccccc32)cc1	-1.1	2	-14	-8	.	-7	-4	-10	-16	-4
CCc1ccccc1NC(=O)Nc1cccc(F)c1	0.2	-1	1	0	1	4	3	12	-6	7
Cc1ccccc1Nc1nc(N)nc(CSc2nc3ccccc3c(=O)n2C)n1	0.3	2	-2	1	-15	5	-1	4	27	9
Cc1ccc(OCC(=O)NC2CCS(=O)(=O)C2)c([N+](=O)[O-])n1 (centres undefined)	1.7	2	-2	0	5	9	.	-15	.	8
CN1C(=O)/C(=C\c2ccccc2OCc2ccccc2)SC1=S	3.9	4	?	3	2	4	2	-4	-16	-8
Cc1ccc(NS(=O)(=O)c2cc([N+](=O)[O-])ccc2N/N=C/c2sc(N3CCOCC3)nc2-c2ccccc2)c(C)c1	0.9	6	-4	7	i	-17	1	-3	10	-6
COc1ccc(C(C)=O)cc1COC(=O)CCNS(=O)(=O)c1ccc(C)c(C)c1	-0.9	1	-1	3	-5	0	.	2	.	8
CCC1CCC(c2nnc(-c3ccc([N+](=O)[O-])cc3)o2)CC1 (centres undefined)	-0.2	3	-8	1	1&20	4	-1	-6	23	-5
CCC(=O)NCCNc1nc2cc(C)c(C)cc2cc1C#N	1.6	-3	-5	-3	-8	-1	4	-1	2	-16
CCn1c(-c2cccnc2)n[nH]c1=S	0.6	-2	-2	-1	-2	7	-2	2	14	-7
CC(C)N1CSC(=S)N(Cc2ccccc2)C1	0.7	-2	1	-6	-5	3	3	4	8	8

Looked up one by one from the list above, 2 records:
SMILES	BoNT A protease	Anthrax LF inh2	BoNT F protease	Rv3671c inh	SSB-PriA inh	MazF activator	3CLpro inhibitor	PrPC surface inh	VHR inh abs	CCHFV vOTU inh
CCN(C(=S)Nc1cc(S(=O)(=O)N2CCOCC2)ccc1Cl)c1cccc2ccccc12	0.5	-2	1	2	14	8	2	-5	13	2
CC1CCN(CC(=O)c2cccc(C(F)(F)F)c2)CC1	3.8	-1	21	13	-6	0	6	4	-4	17

Nothing new here: entries from further up.
SMILES	BoNT A protease	Anthrax LF inh2	BoNT F protease	Rv3671c inh	SSB-PriA inh	MazF activator	3CLpro inhibitor	PrPC surface inh	VHR inh abs	CCHFV vOTU inh
O=C(CC(O)CCc1ccccc1)c1ccc(O)cc1 (centres undefined)	0.1	1	-1	0	2	16	.	11	.	6
COC(=O)Nc1nn(-c2ccc(Cl)cc2)c(=O)c(C#N)c1C	1.4	-10	5	11	11	4	1	-58	7	-9
COc1cc(CNC2CCCCCCC2)ccc1OCC(N)=O	-3.9	-3	-20	-2	-17	5	-2	-6	-4	4
CN(C)c1ccc(/C=C/C(=O)c2cccnc2)cc1	-4.2	6	?	-8	-5	-148	3	8	19	-9
O=C(CSc1ncccc1C(=O)O)c1ccc2ccccc2c1	1.3	1	2	-1	-13	-3	7	0	1	29
NNC(=O)CNC(c1ccccc1)c1cc(Br)ccc1N (centres undefined)	0.3	2	-4	6	-3	3	0	-15	17	8
Cc1cccc2cc(C#N)c(NCCCn3ccnc3)nc12	3.2	5	1	7	-4	-2	5	-5	50	-27
COc1ccc(S(=O)(=O)O/N=C2\CCCc3ccccc32)cc1	-1.1	2	-14	-8	.	-7	-4	-10	-16	-4
CCc1ccccc1NC(=O)Nc1cccc(F)c1	0.2	-1	1	0	1	4	3	12	-6	7
Cc1ccccc1Nc1nc(N)nc(CSc2nc3ccccc3c(=O)n2C)n1	0.3	2	-2	1	-15	5	-1	4	27	9
Cc1ccc(OCC(=O)NC2CCS(=O)(=O)C2)c([N+](=O)[O-])n1 (centres undefined)	1.7	2	-2	0	5	9	.	-15	.	8
CN1C(=O)/C(=C\c2ccccc2OCc2ccccc2)SC1=S	3.9	4	?	3	2	4	2	-4	-16	-8
Cc1ccc(NS(=O)(=O)c2cc([N+](=O)[O-])ccc2N/N=C/c2sc(N3CCOCC3)nc2-c2ccccc2)c(C)c1	0.9	6	-4	7	i	-17	1	-3	10	-6
COc1ccc(C(C)=O)cc1COC(=O)CCNS(=O)(=O)c1ccc(C)c(C)c1	-0.9	1	-1	3	-5	0	.	2	.	8
CCC1CCC(c2nnc(-c3ccc([N+](=O)[O-])cc3)o2)CC1 (centres undefined)	-0.2	3	-8	1	1&20	4	-1	-6	23	-5

A portion of the library, so the mix of outcomes need not match the whole.
